GAA glycogen mod: qHTS Assay for Inhibitors and Activators of Human alpha-Glucosidase Cleavage of Glycogen; Lysosomal alpha-glucosidase (Homo sapiens), P10253; recombinant GAA, glycogen substrate, Amplex Red glucose oxidase fluorescence; Potency, µM (highest dose often 76.4 µM), without a hit: at the highest dose activity change, negative = inhibition, hits mostly inhibitors; 300,000 compounds, 0.38% hits; AID 2100, 2009; active = well fitted inhibition curve with a large enough effect; inconclusive = small, poorly fitted or top-dose-only effect, or another doubt; inactive = no such curve, though single readings can be large or run the other way;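 note: 0% = full enzyme reaction and -100% = no-enzyme basal signal; the screen sought inhibitors and activators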
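qHTS, 1536-well; enzyme 4 nM final; cpd up to 77 uM; substrate bovine liver glycogen 30 ug; 50 mM citrate/phosphate pH 5.0, 0.01% Tween-20; 37 C, 40 min; Amplex Red detection 45 min RT; Hill fit → AC50.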
The depositor's hits bear a star; ? = inconclusive; [ ] = another dose, or the depositor's remark. Potency is the fitted concentration of half-maximal effect.

SMILES	GAA glycogen mod
COc1ccc(Nc2ncnc3c2c(C)c(C)n3CCO)cc1	3%
CCCCn1c(=O)[nH]c(=O)c2c1nc(CN(C)Cc1cccc(OC)c1OC)n2CCC	0%
CN1CCN(S(=O)(=O)c2ccc3c(c2)C(C)(C)C(=O)N3C)CC1	-4%[76.3 µM]
CN=C1S/C(=C\c2ccc(Cl)cc2)C(=O)N1C	?
CCCCNC(=O)Cn1nc(Cc2ccncc2)c2ccccc2c1=O	-11%
CCOc1ccc(/C=N/n2nnnc2N)cc1OCC	-3%[76.3 µM]
Cc1c(C)n(Cc2ccccc2)c2ncnc(NCCN(C)C)c12	1%
CCC(CC)C(=O)Nc1ccc2nc(SCC(=O)N3c4ccccc4CC3C)sc2c1 (configuration not stated)	-11%[76.3 µM]
O=S(=O)(c1ccccc1)N1CCN(C(c2ccccc2)c2ccc(OC(F)(F)F)cc2)CC1 (configuration not stated)	-4%
Cc1ccccc1-c1nnc(SCC(=O)N(C)c2ccccc2)o1	19%[76.3 µM]
COC(=O)Cc1ccc(NC(=O)c2ccc3c(c2)C(=O)N(CC2CCCO2)C3=O)cc1 (configuration not stated)	-6%[76.3 µM]
COc1ccc(CCNC(=O)CN2C(=O)NC(Cc3c[nH]c4ccccc34)C2=O)cc1 (configuration not stated)	3%
O=S(=O)(c1ccc(F)c(F)c1)N1CCN(c2ncccn2)CC1	-7%[76.3 µM]
CCOC(=O)COc1coc(CN2CCN(c3cccc(Cl)c3)CC2)cc1=O	4%[76.3 µM]
CCOC(=O)C(C)On1c(-n2nc(C)cc2C)nc2ccccc2c1=O (configuration not stated)	2%
CCNC(=S)NC1CC2CCCC(C1)N2Cc1ccc(C)cc1 (configuration not stated)	5%[76.3 µM]
COc1ccc(Cc2nnc(NC(=O)Nc3ccc(F)cc3)s2)cc1	17%[76.3 µM]
CC(=O)Nc1cccc(NC(=O)CSc2nnc(NC(=O)c3ccco3)s2)c1	-10%[76.3 µM]
CC1=C(C(=O)NCc2ccc(Cl)cc2)C2(CCCCCC2)OC1=O	-9%[76.3 µM]
C/C(=N\NC(=O)C1CC1)c1ccc(OC(F)F)cc1OC(F)F	-12%
COc1ccc(C(=O)N/N=C(\C)c2ccccn2)cc1OC	0%[76.3 µM]
COc1cccc(CN(C)C(=O)CC2C(=O)NCCN2C2Cc3ccccc3C2)c1 (configuration not stated)	1%[76.3 µM]
O=C(O)c1ccc(N=Nc2c(-c3ccccc3)[nH]oc2=O)cc1	0%
Cc1ccc(CN(C)C(=O)CCc2nc3sc4c(c3c(=O)[nH]2)CCCC4)o1	0%[76.3 µM]
COc1ccccc1CNC(=O)CCn1c(=O)c2cccn2c2cccnc21	-6%[76.3 µM]
CCN(CC)S(=O)(=O)c1ccc(C)c(NC(=O)CN2C(=O)NC3(CCCC3)C2=O)c1	8%
NS(=O)(=O)c1ccc(CNC(=O)Cc2cccs2)cc1	-1%[76.3 µM]
N/C(CS(=O)(=O)c1ccccc1)=N\OC(=O)c1ccc(F)cc1	0%[76.3 µM]
COc1cccc(/C=C2\SC(=S)N(CCC(=O)N3CCCCC3)C2=O)c1	-3%[76.3 µM]
COc1ccc(C(=O)CC(=O)C(=O)Nc2cc(OC)c(OC)c(OC)c2)cc1	-1%
O=C(CSc1nc(O)cc(=O)[nH]1)N1CCOCC1	-16%
CCC(C)N1C(=O)N(c2cccc(Cl)c2)C(C)(O)CC1(C)C (configuration not stated)	-10%
N#Cc1ccc(C(=O)Nc2cccc3ccccc23)c(F)c1	3%[76.3 µM]
O=C(NC(NC(=O)c1c(F)cccc1F)c1ccc([N+](=O)[O-])cc1)c1c(F)cccc1F	4%
O=C(NCc1ccc(F)cc1)C1CCC(CNS(=O)(=O)c2cccs2)CC1 (configuration not stated)	-4%
CCN(CCO)C(=O)c1ccc2nc(Cc3cccc(Cl)c3)oc2c1	-4%[76.3 µM]

Arranged by formula weight (highest first): part of the list above
SMILES	GAA glycogen mod
CCN(CC)S(=O)(=O)c1ccc(C)c(NC(=O)CN2C(=O)NC3(CCCC3)C2=O)c1	8%
O=C(NCc1ccc(F)cc1)C1CCC(CNS(=O)(=O)c2cccs2)CC1 (configuration not stated)	-4%
COc1cccc(CN(C)C(=O)CC2C(=O)NCCN2C2Cc3ccccc3C2)c1 (configuration not stated)	1%[76.3 µM]
CCOC(=O)COc1coc(CN2CCN(c3cccc(Cl)c3)CC2)cc1=O	4%[76.3 µM]
COc1cccc(/C=C2\SC(=S)N(CCC(=O)N3CCCCC3)C2=O)c1	-3%[76.3 µM]
COc1ccc(C(=O)CC(=O)C(=O)Nc2cc(OC)c(OC)c(OC)c2)cc1	-1%
Cc1ccc(CN(C)C(=O)CCc2nc3sc4c(c3c(=O)[nH]2)CCCC4)o1	0%[76.3 µM]
COc1ccccc1CNC(=O)CCn1c(=O)c2cccn2c2cccnc21	-6%[76.3 µM]
CCN(CCO)C(=O)c1ccc2nc(Cc3cccc(Cl)c3)oc2c1	-4%[76.3 µM]
COc1ccc(Cc2nnc(NC(=O)Nc3ccc(F)cc3)s2)cc1	17%[76.3 µM]
CCOC(=O)C(C)On1c(-n2nc(C)cc2C)nc2ccccc2c1=O (configuration not stated)	2%
CC1=C(C(=O)NCc2ccc(Cl)cc2)C2(CCCCCC2)OC1=O	-9%[76.3 µM]
O=S(=O)(c1ccc(F)c(F)c1)N1CCN(c2ncccn2)CC1	-7%[76.3 µM]
N/C(CS(=O)(=O)c1ccccc1)=N\OC(=O)c1ccc(F)cc1	0%[76.3 µM]
C/C(=N\NC(=O)C1CC1)c1ccc(OC(F)F)cc1OC(F)F	-12%
CCNC(=S)NC1CC2CCCC(C1)N2Cc1ccc(C)cc1 (configuration not stated)	5%[76.3 µM]
NS(=O)(=O)c1ccc(CNC(=O)Cc2cccs2)cc1	-1%[76.3 µM]
O=C(O)c1ccc(N=Nc2c(-c3ccccc3)[nH]oc2=O)cc1	0%
COc1ccc(C(=O)N/N=C(\C)c2ccccn2)cc1OC	0%[76.3 µM]
N#Cc1ccc(C(=O)Nc2cccc3ccccc23)c(F)c1	3%[76.3 µM]
O=C(CSc1nc(O)cc(=O)[nH]1)N1CCOCC1	-16%

Next part.
SMILES	GAA glycogen mod
O=C(NC(=S)N1CCCC1)c1ccc(Cl)cc1	1%[76.3 µM]
CCOC(=O)C1CCCN(C(=O)c2ccc3nc(-c4ccc(OC)c(OC)c4)c(-c4ccc(OC)c(OC)c4)nc3c2)C1 (configuration not stated)	-11%[76.3 µM]
O=C(Nc1sc2c(c1C(=O)O)CCCC2)c1ccc(F)cc1	16%[76.3 µM]
O=C(N/N=C/c1ccccn1)c1ccc(NC(=O)c2ccccc2Cl)cc1	-21%
Cc1c(C(=O)NCCN2CCCC(O)C2)oc2c(F)cccc12 (configuration not stated)	-4%[76.3 µM]
CCN(CC(=O)Nc1ccc(OC)cc1)C(=O)CN1C(=O)NC(C)(c2ccc3ccccc3c2)C1=O (configuration not stated)	2%[76.3 µM]
Cc1cc(NC(=O)Cc2ccc(Br)cc2)no1	-13%[76.3 µM]
COc1ccc(-c2c(C)nn3c(Cl)c(C)c(C)nc23)cc1	20%[76.3 µM]
CN(CC(=O)Nc1ccc(Cl)c(S(=O)(=O)N(C)C)c1)Cc1ccccc1	4%[76.3 µM]
COc1ccc(NC(=O)c2cc(NC(=O)C3CCCCC3C(=O)O)ccc2N2CCOCC2)cc1 (configuration not stated)	-1%[76.3 µM]
Clc1cnc(N/N=C/c2ccncc2)c(Cl)c1	-7%
N#CCCN1CCCN(CCC#N)CCN(CCC#N)CCCN(CCC#N)CC1	0%
COc1ccccc1/C=N/NC(=O)NC12CC3CC(CC(C3)C1)C2	-5%
CC1c2cc3c(cc2CCN1C(=O)c1cccc(Cl)c1)OCCCO3 (configuration not stated)	-5%[76.3 µM]
COc1cccc(NC2=C(NCCO)C(=O)c3ccccc3C2=O)c1	?
COc1ccc(NS(=O)(=O)c2cccc3cccnc23)cc1Cl	2%
CCOc1ccc(S(=O)(=O)N/N=C(\C)c2ccc3c(c2)OCO3)cc1	-1%[76.3 µM]
O=C1CCCN1c1ccc(N2CCCC2=O)cc1	4%[76.3 µM]
Cc1cccn2c(=O)c3cc(C(=O)NCC4CCCO4)c(=N)n(C4CCCC4)c3nc12 (configuration not stated)	-2%
COc1ccc([C@@H]2[C@@H]3C(=O)N(C(C)(C)C)C(=O)[C@@H]3[C@]3(Cc4ccccc4)C(=O)N(c4ccc(Br)cc4)C(=O)N23)cc1	23%[76.3 µM]
CCC(C)(O)c1[nH]c2ccc(C(F)(F)F)cc2c1C (configuration not stated)	13%[76.3 µM]
O=C(CNC(=O)C1COc2ccccc2O1)N/N=C/c1cc(Br)c(O)c(Br)c1 (configuration not stated)	1%
COCC(=O)Nc1nc(-c2ccc(-c3ccccc3)cc2)cs1	-10%[76.3 µM]
O=C(CCC(=O)N1CCOc2ccccc21)N1CCN(c2ccccc2)CC1	14%[76.3 µM]
CCCCN(c1ccccc1)S(=O)(=O)c1ccc2c(c1)CC(C)N2C(=O)C1CC1 (configuration not stated)	-3%[76.3 µM]
Cc1nnc(NC(=O)c2cc(S(=O)(=O)N3CCCCC3)ccc2Cl)s1	-17%[76.3 µM]
COc1ccc(C)cc1NC(=O)NNS(=O)(=O)c1ccc(NC(C)=O)cc1	2%[76.3 µM]
Cc1ccc(S(=O)(=O)c2cn(C)c3cc(N4CCN(C)CC4)c(F)cc3c2=O)c(C)c1	-13%[76.3 µM]
CCS(=O)(=O)N1CCc2cc(C(=O)Nc3cc(OC)c(Cl)cc3OC)ccc21	?
Cc1ccc(NC(=O)CCCn2nc(C)c3sc4ccccc4c3c2=O)c(Cl)c1	5%[76.3 µM]
Cc1ccc(N2CCN(C(=O)c3cc(COc4c(C)cccc4C)on3)CC2)c(C)c1	-2%[76.3 µM]
COc1ccc2[nH]cc(CCNC(=O)C3CCCCC3)c2c1	-7%[76.3 µM]
CCOc1cc(Cl)c(S(=O)(=O)NCc2cccnc2)cc1Cl	14%[76.3 µM]
COc1ccc(C(=O)NCc2c(C)oc(C)c2C(=O)O)cc1	22%[76.3 µM]
CCN(Cc1ccccc1)S(=O)(=O)c1cc2[nH]c(=O)c(=O)[nH]c2cc1C	20%[76.3 µM]
Cc1c(C(=O)N2CCC(n3nccc3NC(=O)C3CC3)CC2)[nH]c2ccc(Cl)cc12	5%[76.3 µM]
CNC(C)C#Cc1c(-c2cc(OC)c(OC)c(OC)c2)noc1C (configuration not stated)	21%[76.3 µM]
O=C(NCc1ccc(Cl)cc1)C1CC(O)CN1S(=O)(=O)c1ccc(Cl)cc1 (configuration not stated)	-26%
COc1ccc(-c2cn(Cc3ccc4ccccc4c3)nn2)cc1	-17%[76.3 µM]
Cc1ccc(C)c(S(=O)(=O)c2nnn3c2nc(NC2CCCCC2)c2sccc23)c1	8%[76.3 µM]
COc1ccc(C(=O)NC2CCN(S(=O)(=O)c3ccc(C)cc3)CC2)cc1	-7%[76.3 µM]
CC(C)c1ccc(N(CC(=O)NCc2ccc(F)cc2)C(=O)c2snc(C(N)=O)c2N)cc1	-15%
CCc1ccc(OCC(=O)NCC(c2ccc(Cl)cc2)N2CCCCC2)cc1 (configuration not stated)	-4%[76.3 µM]
CN(CC(=O)Nc1cccc(F)c1)C(=O)c1ccncc1	-5%[76.3 µM]
COc1cc(/C=N/NC(=O)CNC(=O)c2ccncc2)ccc1O	?
COc1cc(/C=C2\SC(=Nc3ccccc3OC)NC2=O)ccc1O	2%[76.3 µM]
COc1ccc(OC)c(NC(=O)c2cccc(NC(=O)c3ccccc3)c2)c1	-1%[76.3 µM]
CCn1c(SCC(=O)N2CCC(C)CC2)nc2c(c1=O)SC(C)C2 (configuration not stated)	-6%[76.3 µM]
Cc1cc(NS(=O)(=O)c2ccc(NC(=S)NC(=O)/C=C/c3ccccc3)cc2)no1	2%
Cn1cc(Br)c(C(=O)Nc2sc3c(c2C(N)=O)CCCC3)n1	5%
Cc1ccc(C2Nc3cc(C)c(C)cc3-n3c(-c4ccccc4)c4c(=O)n(C)c(=O)n(C)c4c32)o1 (configuration not stated)	1%[76.3 µM]
O=C(Cc1c(F)cccc1Cl)N/N=C/c1cccs1	7%[76.3 µM]
COc1ccc(S(=O)(=O)NC(C)c2ccccc2)cc1C(=O)N1CCCCC1 (configuration not stated)	0%[76.3 µM]
O=C(CN1C(=O)COc2ccc(S(=O)(=O)NC3CCCC3)cc21)Nc1ccc(Cl)cc1	-12%[76.3 µM]
COc1ccc(CN2CCN(C(=O)CCC(=O)Nc3nnc(C(F)(F)F)s3)CC2)cc1F	-8%[76.3 µM]
COc1cc(C(=O)NCCOc2cc(C)ccc2C(C)C)cc(OC)c1OC	3%
Cc1cc(Cl)ccc1OC(C)C(=O)NNC(=O)C1CCCCC1C(=O)O (configuration not stated)	2%[76.3 µM]
Cc1cc(Nc2ccc(Cl)cc2)n2ncnc2n1	-1%[76.3 µM]
CCc1ccc(NC(=O)CNC(=O)c2nn(-c3ccc(OC)cc3)c(=O)c3ccccc23)cc1	-13%[76.3 µM]
Cc1ccc(S(=O)(=O)N2CCOC2CNC(=O)C(=O)NCc2ccccn2)cc1 (configuration not stated)	0%[76.3 µM]

The list continues.
SMILES	GAA glycogen mod
CC(=O)Nc1ccc(NC(=O)CSc2cn(CC(=O)N(C(C)C)C(C)C)c3ccccc23)cc1	1%[76.3 µM]
CC(=O)Nc1cccc(NC(=O)c2cc(-c3ccccn3)nc3ccc(Cl)cc23)c1	4%[76.3 µM]
COC(=O)C1=C(C)N(Cc2ccccc2)C(=NCC2CC2)N[C@H]1c1ccc(Br)cc1	20%[76.3 µM]
COc1cc(CCC(=O)OCC(=O)Nc2ccc(F)c(F)c2F)cc(OC)c1OC	1%

Compound activity from PubChem BioAssay.

Only part of the results is shown; rates above refer to the full screens.
